From PubChem
RXFP1 agonist: RXFP1 (human) receptor agonism | HEK293T-RXFP1 cAMP TR-FRET, 30 min; response scale: percent of porcine relaxin response, buffer zero | AID 2676 | 0.3% of 370,000 active | Potency, µM (titrated, usually from 57.5 µM), without a hit: at the top dose activation, actives largely listed as activators; active means well fitted activation curve with a large enough effect; inconclusive means small, poorly fitted or top-dose-only effect; further: potency means the concentration at half of the fitted maximal effect; on the % scale 0 is the no-effect control and ±100 the full control effect; nearly all actives have a fitted effect of over 60% in size; many of its hits are not listed in these tables
Target sequence (Q9HBX9 whole entry, looked up): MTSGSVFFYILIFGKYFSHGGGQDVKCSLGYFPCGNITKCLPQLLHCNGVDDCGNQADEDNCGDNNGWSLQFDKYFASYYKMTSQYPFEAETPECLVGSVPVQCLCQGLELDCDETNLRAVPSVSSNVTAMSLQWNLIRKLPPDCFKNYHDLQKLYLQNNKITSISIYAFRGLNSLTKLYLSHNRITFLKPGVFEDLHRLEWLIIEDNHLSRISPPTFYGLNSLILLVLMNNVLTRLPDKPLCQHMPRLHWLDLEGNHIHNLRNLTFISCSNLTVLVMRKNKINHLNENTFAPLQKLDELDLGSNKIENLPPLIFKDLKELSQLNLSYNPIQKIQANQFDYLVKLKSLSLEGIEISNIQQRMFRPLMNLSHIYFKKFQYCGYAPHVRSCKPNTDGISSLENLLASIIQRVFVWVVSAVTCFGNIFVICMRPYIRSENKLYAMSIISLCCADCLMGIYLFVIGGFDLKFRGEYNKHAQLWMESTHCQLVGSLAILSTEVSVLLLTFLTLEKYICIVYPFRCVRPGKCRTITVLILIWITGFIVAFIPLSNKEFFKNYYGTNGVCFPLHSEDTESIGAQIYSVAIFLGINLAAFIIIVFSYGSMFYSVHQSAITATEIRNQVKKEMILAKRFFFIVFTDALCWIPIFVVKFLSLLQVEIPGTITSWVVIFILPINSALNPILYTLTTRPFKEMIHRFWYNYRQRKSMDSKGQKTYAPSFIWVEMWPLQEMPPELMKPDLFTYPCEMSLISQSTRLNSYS
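Agonist response is measured as cAMP accumulation in an RXFP1-transfected HEK293T line under PDE4 inhibition. Values are scaled between buffer-only and 29 nM porcine relaxin, and EC50s come from standard Hill equation fits.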
D1 antagonist: human D1 dopamine receptor antagonism; P21728; HEK293 TREx D1 cells, calcium flux, dopamine EC80; hits give low values; activity change, negative = inhibition, % at 10 µM; 3.2% of 360,000 active; AID 504652; in the data active means activity change below about -30%; further: on the % scale 0 is the no-effect control and ±100 the full control effect
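Tetracycline-induced HEK293 T-REx cells with force-coupled D1 receptor were loaded with a no-wash calcium dye. Compound was added after a 10 s baseline and read kinetically for 180 s; EC80 dopamine was then added and calcium flux followed another 180 s.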
D1 ag: activates the human D1 dopamine receptor; HEK293 T-REx D1 cells, calcium flux, agonist mode; activation, % at 2 µM; 1% of 360,000 active; AID 504660; in the data active means activation above about 30%; further: 0% is about no effect
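Agonism was scored from calcium flux recorded over 180 s (1 read/s) after pintool compound addition, following a 10-cycle baseline. Cells were inducible force-coupled HEK293 TREx D1, plated overnight at 30 C and loaded with no-wash calcium dye.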
D2 PAM: positive allosteric modulators of human D2 dopamine receptor; P14416; HEK293 T-REx D2, calcium flux, EC20 dopamine potentiation; potentiation, % at 10 µM; 0.34% of 340,000 active; AID 485347;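 active means potentiation over 3 SD above the plate norm, cut at about 30% in these data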; further: 0% is about no effect
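Cells plated with tetracycline inducer and held overnight at 30 C; calcium dye loaded 30–90 min at room temperature; baseline taken, compound added and read 180 s; EC20 dopamine then added and read 180 s.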
D2 agonist: D2 dopamine receptor (human) agonism; activation, % at 2 µM; P14416; HEK293 T-REx D2 cells, calcium flux agonist mode; AID 485358; 0.53% of 340,000 active;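 active means activation over 3 SD above normal in the single-dose calcium agonist read, cut at about 30% in these data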; further: 0% is about no effect
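Agonism scored from kinetic calcium signal (1 read/sec, 180 s) following compound pin transfer, after a 10 s baseline. Cells: HEK293 Trex line expressing inducible D2 receptor coupled to calcium, dye-loaded after overnight culture at 30 C.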
RXFP1 antagonist: antagonists of human relaxin receptor RXFP1; Q9HBX9; HEK293-RXFP1, relaxin-stimulated cAMP HTRF, 30 min; hits give low values; activity change, negative = inhibition, % at 57.5 µM; 0.59% of 350,000 active; AID 1259400;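 active means activity change of -60% or lower, but not beyond a set lower limit; inconclusive means change between -60% and -40%, or beyond the set limit; inactive means change above -40%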; further: on the % scale 0 is the no-effect control and ±100 the full control effect
D1 PAM: potentiators of human D1 dopamine receptor; P21728; HEK293 TREx D1 cells, calcium flux, dopamine EC20 potentiation; potentiation, % at 10 µM; 0.036% of 360,000 active; AID 504651; in the data active means potentiation above about 30%; further: 0% is about no effect
TRHR enhancer: TRH receptor (human) allosteric enhancement | P34981 | TRHR cells, fluo-8 calcium fluorescence, EC20 TRH enhancement | enhancement, % at 2 µM | 0.66% of 360,000 active; in the data active means enhancement above about 30%; further: 0% is about no effect
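Enhancer read-out: after compound pinning and an initial kinetic agonist-mode read, an EC20 of TRH (10 nM final) was injected and fluo-8 calcium signal (Ex 480/Em 530) followed at 1 s/cycle for 100 cycles in TRHR-expressing cells.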
D2 antagonist: antagonizes the human D2 dopamine receptor | P14416 | HEK293 TREx D2 cells, calcium flux, dopamine EC80 | AID 485344 | inhibition, % at 10 µM | 2% of 340,000 active; in the data active means inhibition above about 30%; further: 0% is about no effect
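Antagonism is scored as inhibition of an EC80 dopamine-evoked calcium signal in a force-coupled, tetracycline-inducible HEK293 T-REx D2 line, with compound present 180 s before agonist.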
Starred values were filed as active, the others as inactive; ? = inconclusive; · = not tested or not shown; & = joins results of further samples.

(1) Cc1nn(C)c(Sc2ccccn2)c1[N+](=O)[O-]
(2) COc1ccc(Nc2nc(N)c(C(=O)c3ccc(OC)cc3)s2)cc1
(3) COc1ccc(CN2CCNC(=O)C2CC(=O)NCCSc2nccn2C)cc1OC (configuration not stated)
(4) Cc1n[nH]c(C)c1S(=O)(=O)N1CCC(C(=O)Nc2cccc(F)c2)CC1
(5) CCOC(=O)C(C(=O)OCC)C1N=C(N)N=C2Oc3ccccc3N21 (configuration not stated)
(6) Cc1cc(N2CCN(c3cccc(C)c3C)CC2)n2nc(C)c(-c3ccc(Cl)cc3)c2n1

assay / compound	1	2	3	4	5	6
RXFP1 agonist	-0.7%	0.9%	0.2%	-1.9%	-1.9%	5.7%
D1 antagonist	23	17	-16	-7	-1	-6
D1 ag	3	13	1	-1	1	0
D2 PAM	-6	5	1	1	8	-4
D2 agonist	1.0	6.1	0.4	-0.1	0.2	·
RXFP1 antagonist	13	-17	-7	15	16	·
D1 PAM	-4	7	0	0	-5	0
TRHR enhancer	2	8	1	18	2	0
D2 antagonist	7	26	6	-2	5	·

(7) Cc1ccc(-n2c(=O)c3c(cnn3C)n(CC(=O)Nc3cccc(Cl)c3)c2=O)cc1
(8) CC(C)NC(=O)c1cc2c(Cl)nc3ccccc3c2s1
(9) CCn1c2ccccc2c2cc(CN3CCN(C(=O)c4ccco4)CC3)ccc21
(10) Cc1ccc(C2CC2C(=O)NN)cc1 (configuration not stated)
(11) CCCNC(=O)c1ccc(C2SCC(=O)N2Cc2ccccc2)cc1 (configuration not stated)
(12) Cc1ccc(S(=O)(=O)Cc2ccc(C(=O)N3CCc4ccccc4C3)o2)cc1

assay / compound	7	8	9	10	11	12
RXFP1 agonist	8.2%	0.5%	-0.3%	-0.7%	3.1%	1.2%
D1 antagonist	-2	3	-7	-2	0	-4
D1 ag	1	-1	4	3	0	4
D2 PAM	22	-5	-14	-7	5	58*
D2 agonist	0.3	-0.1	27	1.9	-1.4	0.1
RXFP1 antagonist	·	·	-2	2	0	·
D1 PAM	3	-4	-2	-3	-1	·
TRHR enhancer	-3	7	-9	4	-1	5
D2 antagonist	·	·	29	-5	-7	-16

Part of the list above, reduced to D1 PAM.
| entry | SMILES | D1 PAM |
| --- | --- | --- |
| 4 | Cc1n[nH]c(C)c1S(=O)(=O)N1CCC(C(=O)Nc2cccc(F)c2)CC1 | 0 |
| 5 | CCOC(=O)C(C(=O)OCC)C1N=C(N)N=C2Oc3ccccc3N21 (configuration not stated) | -5 |
| 6 | Cc1cc(N2CCN(c3cccc(C)c3C)CC2)n2nc(C)c(-c3ccc(Cl)cc3)c2n1 | 0 |

Other structures follow.
(13) Cc1ccc(CNC(=O)C2COc3ccccc3C2)cc1 (configuration not stated)
(14) CC(C)CC(NC(N)=O)C(=O)NCc1ccc(Cl)cc1 (configuration not stated)
(15) COC(=O)C1(C)NC(c2ccco2)C2C(=O)N(c3ccc(C)cc3)C(=O)C21 (configuration not stated)
(16) Oc1c(C=C2N=c3ccccc3=N2)sc(=S)n1-c1ccc2ccccc2c1
(17) COc1ccc(C)cc1NC(=O)CCN1CCN(c2ccccc2F)CC1
(18) COc1ccc(N(C(=O)CNC(=O)c2cccs2)C(C(=O)NC2CCCC2)c2cccnc2)cc1 (configuration not stated)

assay / compound	13	14	15	16	17	18
RXFP1 agonist	-2.4%	1.2%	0.5%	0.0%	0.2%	2.1%
D1 antagonist	-14	-12	-9	-12	-45*	1
D1 ag	4	1	0	2	3	1
D2 PAM	1	-1	-1	0	-24	9
D2 agonist	0.1	0.6	0.8	0.9	74*	0.1
RXFP1 antagonist	-14	18	9	8	-6	-12
D1 PAM	-2	-3	9	-6	-8	-4
TRHR enhancer	2	-1	3	2	3	0
D2 antagonist	·	5	17	-6	80*	-6

(19) COc1ccc(/C=N/NC(=O)CCc2nc3ccccc3[nH]2)cc1
(20) COC(=O)c1[nH]c2ccccc2c1NC(=O)C(C)N1CCN(C(=O)c2ccco2)CC1 (configuration not stated)
(21) CCOC(=O)N1CCN(C(=O)c2cccc(S(=O)(=O)Nc3ccc(OC)cc3)c2)CC1
(22) c1ccc(Sc2ncnc3c2oc2ccccc23)cc1
(23) Cc1cc(=O)oc2c(C)c(OCC(=O)Nc3cccnc3)ccc12
(24) Cc1ccc(CSc2nc3ccccc3c3nc(CCn4c(C)nc5ccccc54)nn23)cc1

assay / compound	19	20	21	22	23	24
RXFP1 agonist	2.3%	3.0%	-1.4%	2.0%	3.5%	1.4%
D1 antagonist	-5	-2	2	-35*	2	-10
D1 ag	3	1	3	1	0	21
D2 PAM	-9	-12	4	-6	-3	6
D2 agonist	-1.3	47*	0.1	0.3	0.3	-0.6
RXFP1 antagonist	0	7	-15	-15	6	4
D1 PAM	-7	-6	0	-5	-1	1
TRHR enhancer	-2	-2	3	5	-2	7
D2 antagonist	12	6	-1	15	36*	·

(25) CC(C)(C)C(=O)Nc1c(Br)c(C2CC2)nn1-c1ccccc1
(26) Cc1ccnc(NC(=O)c2ccc(Cl)c([N+](=O)[O-])c2)c1
(27) COc1ccc(-c2[nH]c(-c3cccc(OC)c3)nc2SCC(=O)NCc2ccco2)cc1
(28) CCOC(=O)CN1C(=O)COc2ccc(C(C)(C)C)cc21
(29) NNC(=O)c1cc2cc(Oc3ccccc3)ccc2[nH]1
(30) CCOc1cc(S(=O)(=O)Nc2ccc(Cl)cn2)ccc1F

assay / compound	25	26	27	28	29	30
RXFP1 agonist	-3.0%	3.6%	0.9%	0.5%	-0.7%	-0.6%
D1 antagonist	0	3	-29	4	-27	-6
D1 ag	3	-1	-1	0	0	2
D2 PAM	10	-14	-21	10	·	-3
D2 agonist	0.4	-0.1	-0.6	1.7	·	0.1
RXFP1 antagonist	0	-5	·	1	-9	0
D1 PAM	-7	-7	3	0	4	-5
TRHR enhancer	-15	2	-2	-4	-13	-5
D2 antagonist	16	2	39*	-1	·	-6

(31) Cc1cc(C(=O)Cn2cncn2)c(C)n1CCc1ccc(F)cc1
(32) CCN1CCN(C(=O)c2ccc(N3CC4CC(C3)c3cccc(=O)n3C4)c(NC(=O)c3cc(OC)cc(OC)c3)c2)CC1 (configuration not stated)
(33) O=C(c1ccc(-c2ccccc2)cc1)N1CCN(c2ncccn2)CC1
(34) CCN(CC)S(=O)(=O)c1ccc(NC(=O)Cn2cnc3ccccc3c2=O)cc1
(35) CCOC(=O)C(=O)Nc1nnc(C2CCCCC2)s1
(36) CC1CCC(NC(=O)Cn2c3c(c(-c4ccccc4Cl)cc2=O)CCC3)CC1 (configuration not stated)

assay / compound	31	32	33	34	35	36
RXFP1 agonist	0.2%	0.0%	-0.9%	0.0%	-0.1%	1.7%
D1 antagonist	6	9	-16	-28	·	5
D1 ag	3	2	2	2	0	-1
D2 PAM	1	·	1	17	6	-17
D2 agonist	2.2	·	0.7	-0.5	0.8	0.0
RXFP1 antagonist	4	-6	-4	1	-6	6
D1 PAM	-7	1	-12	-2	-2	-3
TRHR enhancer	0	3	-14	4	8	11
D2 antagonist	-2	·	-6	12	-1	-17

(37) Cn1c(=O)c2c(nc(N3CCc4ccccc4C3)n2C)n(C)c1=O
(38) Cn1nc(-c2ccc(C(=O)Nc3ccc(F)cc3)cc2)c2ccccc2c1=O
(39) Cn1c(=O)c2c(nc(Br)n2Cc2nnc(N)s2)n(C)c1=O
(40) O=C(NCc1ccco1)c1ccc(-c2ccc(Cl)cc2)o1
(41) Cc1ccc2c(c1)N(C(=O)CCC(=O)N1CCN(c3ccccn3)CC1)CC(C)O2 (configuration not stated)
(42) O=C(O)c1cc(S(=O)(=O)N2CCOCC2)ccc1N1CCOCC1

assay / compound	37	38	39	40	41	42
RXFP1 agonist	0.7%	0.3%&5.5%	?	-0.7%	3.7%	-0.5%
D1 antagonist	-5	-14&-12	-5	-17	11	11
D1 ag	0	1&1	2	0	2	-1
D2 PAM	6	-7&-2	9	-2	-18	13
D2 agonist	-0.5	-0.8&0.0	-0.3	1.2	50*	-0.2
RXFP1 antagonist	2	8	3	4	-9	1
D1 PAM	-4	1&-6	5	-9	-7	-2
TRHR enhancer	2	-1&2	-1	-2	0	4
D2 antagonist	1	2	4	8	-12	-11

(43) Cc1cccc(NC(=O)CCSc2ccccc2)c1C
(44) Cc1ccc2c(Cl)c(C(=O)Nc3cccnc3)sc2c1
(45) CCOc1ccc(NC(=O)/C(C#N)=C/c2cn(CC(=O)O)c3ccccc23)cc1
(46) Cc1cc(C)nc(NC(=O)Cc2ccc(Br)cc2)n1
(47) O=C(C(Cc1ccccc1)N1C(=O)C2C3C=CC(C3)C2C1=O)N1CCCCCC1 (configuration not stated)
(48) CCOc1ccccc1N(CC(=O)Nc1ccc2c(c1)OCCO2)S(C)(=O)=O
(49) Cc1ccccc1Cn1c2ccccc2c2cnn(CC(=O)N3CCN(c4ccccc4)CC3)c(=O)c21
(50) COc1ccc(Cl)cc1NC(=O)c1ccc2nc(Cc3ccccc3)oc2c1
(51) N#Cc1c(N)nc2c(c1N)CC(C(F)(F)F)O2 (configuration not stated)

assay / compound	43	44	45	46	47	48	49	50	51
RXFP1 agonist	-1.1%	0.6%	1.7%	-0.9%	0.9%	-0.4%	0.2%	2.7%	-2.1%
D1 antagonist	·	-10	-4	-4	9	14	14	-6	10
D1 ag	1	2	7	1	0	0	1	8	-1
D2 PAM	-9	-7	1	6	-18	-8	1	-5	5
D2 agonist	-1.4	-1.1	-0.1	0.1	0.1	0.5	2.7	0.4	0.3
RXFP1 antagonist	16	-2	-13	4	-15	0	·	-23	-12
D1 PAM	-5	-4	1	-1	-6	-2	-6	-1	6
TRHR enhancer	5	6	-2	-4	-6	-1	-4	-3	29
D2 antagonist	-1	4	-1	14	-11	-5	12	·	-14

A portion of the library (hit frequency here may not be typical).
